TCR act: T cell receptor activation | primary human leukocytes, anti-CD3, IL-2 HTRF, 48 h | Potency, µM (top dose mostly 9.22 µM), inactives show at the highest dose activation of IL-2 secretion, actives largely listed as activators | 330,000 tested, under 10 active | AID 504894; also: % of control where 0% means no effect
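TCR engagement came from a-CD3 beads alone, with compounds added to primary human leukocytes for 48 hr. Secreted IL-2 bridged europium cryptate- and d2-labelled anti-IL-2 antibodies, giving FRET emission at 665nm after 320nm excitation.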
Menin MLL FP TR: menin-MLL binding inhibition, Texas Red mutant peptide | O00255 | Menin + Texas Red MLL mutant peptide, fluorescence polarization | 270,000 compounds, 0.23% hits | Potency, µM (top dose mostly 61.6 µM), for inactives: top-dose FP activity change, negative = inhibition, actives largely listed as inhibitors; active = well fitted inhibition curve with a large enough effect in the polarisation, with a control signal flat, not every such curve was filed as active; inconclusive = small, poorly fitted or top-dose-only effect, or effect the other way, or a change in a side signal; inactive = no such curve, though single readings can be large or run the other way; the % refers to the polarisation; also: potency is read from the fitted curve at half-maximal effect; % of control where 0% means no effect; many of its hits are not listed in these tables
A-T KAP1 phos: potential ataxia-telangiectasia treatments restoring KAP-1 phosphorylation; […] A-T fibroblasts, KAP-1 phosphorylation AlphaLISA; neocarzinostatin DNA damage 30 min before lysis; Potency, µM (top dose mostly 57.5 µM), for the others: at the top dose activation, hits mostly activators; 320,000 compounds, 0.19% hits; also: potency is read from the fitted curve at half-maximal effect; % of control where 0% means no effect; nearly all actives have a fitted effect of over 45% in size
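ATM-like activity read as KAP-1 phosphorylation via AlphaLISA donor/acceptor antibody pairs after lysis and 6 hr at 25C. Cells were ATM-null patient fibroblasts ([…], hTERT), dosed 60 min, then exposed to the DSB inducer NCS for 30 min.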
ASM inhibitor: inhibitors of human secretory acid sphingomyelinase | P17405 | placental ASM, HMU-PC fluorogenic substrate, 60 min | Potency, µM (top dose mostly 57.5 µM), for the others: at the highest dose activity change, negative = inhibition, actives largely listed as inhibitors | 340,000 compounds, 0.006% hits | AID 504937; also: potency is read from the fitted curve at half-maximal effect
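Steps: dispense placental human ASM, pin compound, wait 10 min at room temperature, add HMU-PC0 substrate at 9 uM final, incubate 60 min at 37 °C, add stop solution raising pH to 10, read fluorescence.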
Mito fusion act: inhibitors of mitochondrial division or activators of mitochondrial fusion | 320,000 compounds, 0.23% hits | Potency, µM (doses to about 46.1 µM), inactives show top-dose growth rescue (activation), hits mostly activators | S. cerevisiae fusion-defective mutant growth rescue, CellTiterGlo 48 h;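 also: potency is read from the fitted curve at half-maximal effect; % of control where 0% means no effect; nearly all actives have a fitted effect of over 45% in size; temperature-sensitive fusion mutants such as fzo1-1 at 37 °C on non-fermentable ethanol glycerol medium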
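S. cerevisiae fusion-defective temperature-sensitive mutants (e.g. fzo1-1, mgm1-5) grown 48 h at 37C in YPEG (ethanol/glycerol non-fermentable) medium with 23 nl compound per well; growth rescue read as CellTiterGlo luminescence.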
a7 integrin act: activators of alpha7 integrin expression for muscular dystrophy; alpha7betagal myoblasts, beta-gal FDG fluorescence, 48 h; Potency, µM (doses to about 38.3 µM), for inactives: top-dose activation, usual class: activators; 350,000 compounds, 0.064% hits;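 also: potency is read from the fitted curve at half-maximal effect; 100% = response of the positive control SU9516; nearly all actives have a fitted effect of over 60% in size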
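Alpha7betagal+/- myoblasts (passage 13) were plated 16-24 hr, then exposed to compounds (1:260 dilution of DMSO stock) for 48 hours at 37C. After MPER lysis, β-galactosidase reporter activity was read as FDG fluorescence (ex 480/em 540) after 30 minutes.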
PTAP TSG101 blk: blocks PTAP/TSG101 interaction to inhibit HIV-1 budding | Fluorescence polarization, FITC-PTAP peptide / Tsg101 binding | Potency, µM (titrated, usually from 115 µM), inactives show top-dose activity change, negative = inhibition, actives largely listed as inhibitors | 340,000 tested, under 10 active; active = well fitted inhibition curve with a large enough effect in the main read-out, with a control signal flat, not every such curve was filed as active; inconclusive = small, poorly fitted or top-dose-only effect, or effect the other way, or a change in a side signal; inactive = no such curve, though single readings can be large or run the other way; also: potency is read from the fitted curve at half-maximal effect; % of control where 0% means no effect
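Fluorescence anisotropy tracks displacement of a FITC-tagged PTAP peptide (50 nM) from the Tsg101 binding domain (10 uM), following a 20 min room-temperature incubation at pH 7.5.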
MBNL1-CUG inh: MBNL1-poly(CUG) RNA binding inhibition; Q9NR56; TR-FRET MBNL1-His/biotin-(CUG)12 binding, 665/545 ratio; Potency, µM (highest dose often 57.5 µM), for the others: at the top dose activity change, negative = inhibition, actives largely listed as inhibitors; 280,000 compounds, 0.036% hits; active = well fitted inhibition curve with a large enough effect in the signal ratio, with a control signal flat, not every such curve was filed as active; inconclusive = small, poorly fitted or top-dose-only effect, or effect the other way, or a change in a side signal; inactive = no such curve, though single readings can be large or run the other way; the % refers to the signal ratio; also: potency is read from the fitted curve at half-maximal effect; % is scaled to controls: 0 for no effect and ±100 for the full control effect
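TR-FRET readout: Ex 340 nm, 665/545 nm emission ratio, normalized to buffer-only (basal) and MBNL1-(CUG)12 controls. Complex of MBNL1-His with Biotin-(CUG)12, compounds 92 nM–58 uM, incubated 60 min at room temperature.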
TSHR antag: human thyrotropin receptor antagonism. P16473. TSHR-expressing cells, TSH-stimulated cAMP HTRF, 2 h; stronger effect = lower value. activity change, negative = inhibition, % at 11.5 µM. 330,000 compounds, 0.2% hits. AID 504810;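 active = activity change below a set negative limit, meaning inhibition stronger than a set level, cut at about -70% in these data; inconclusive = activity change between two set negative limits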; also: % is scaled to controls: 0 for no effect and ±100 for the full control effect
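Competitive HTRF cAMP read-out (cryptate anti-cAMP antibody, cAMP-d2; 30 min, room temperature) in freshly harvested TSHR cells. Compounds added before TSH at EC80 (4nM final), followed by 2 hours' incubation at 37 deg C.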
CXXC DNA block: MLL CXXC-DNA interaction inhibition | 290,000 compounds, 0.037% hits | Potency, µM (titrated, usually from 115 µM), inactives show at the highest dose activity change, negative = inhibition, hits mostly inhibitors | AID 2662 | MLL-CXXC / FITC-HOXA9 DNA fluorescence polarization; active = well fitted inhibition curve with a large enough effect in the polarisation, with a control signal flat, not every such curve was filed as active; inconclusive = small, poorly fitted or top-dose-only effect, or effect the other way, or a change in a side signal; inactive = no such curve, though single readings can be large or run the other way; the % refers to the polarisation; also: potency is read from the fitted curve at half-maximal effect
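Steps: dispense CXXC domain solution (7 uM) → pin compounds or unlabeled HOX-A9 DNA control → 5 min ambient → add FLSN-HOX-A9 solution (50 nM) → spin → 30 min ambient → fluorescence polarization. Tris pH 7.5/NaCl/DTT/BSA buffer.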
An asterisk follows results filed as active; [ ] = remark or other dose. Unless noted, calls follow the shape of the dose curve; as a rule, active = well fitted curve in the direction sought with a large enough effect; inconclusive = small, poorly fitted or top-dose-only effect, or another doubt; inactive = no such curve, though single readings can be large; an effect the other way counts as inactive or inconclusive. These rows are one share of the data; the hit share may differ from the screen's.

`O=C(NCc1ccc2c(c1)OCO2)c1cccc2c1C(=O)N(C1CCCCC1)C2` gave TCR act 1%[46.1 µM], Menin MLL FP TR -12%, A-T KAP1 phos -6%, ASM inhibitor -6%, Mito fusion act -6%, a7 integrin act 12%, PTAP TSG101 blk -1%, MBNL1-CUG inh -11%, TSHR antag -10 and CXXC DNA block 2%.
For COc1ccc(NS(=O)(=O)c2ccc(C(=O)N3CCN(c4ccc(F)cc4)CC3)cc2)cc1 the results were TCR act 1%, A-T KAP1 phos 12%, ASM inhibitor -12%, a7 integrin act -36%[inhibitor] and PTAP TSG101 blk 1%.
Screening COc1ccc(C(=O)/C=C/c2ccsc2)cc1CSCC(=O)O returned TCR act 0%, A-T KAP1 phos 0%, ASM inhibitor 8%, Mito fusion act -3%, a7 integrin act -50%[inhibitor], PTAP TSG101 blk 0%, MBNL1-CUG inh 7%, TSHR antag -14 and CXXC DNA block 13%.
`COC(=O)c1ccccc1NC(=O)c1ccc(COc2ccc(C)c(C)c2)o1` gave TCR act -3%, Menin MLL FP TR -1%, A-T KAP1 phos 12%, ASM inhibitor -7%, Mito fusion act 2%, a7 integrin act 1%, PTAP TSG101 blk -2%, MBNL1-CUG inh -7%, TSHR antag 3 and CXXC DNA block -14%.
Screening CS(=O)(=O)c1ccc2nc(NC(=O)CCNC(=O)c3ccc([N+](=O)[O-])cc3)sc2c1 returned TCR act 2%, A-T KAP1 phos -1%, ASM inhibitor -1%, Mito fusion act 1%, a7 integrin act -1%, PTAP TSG101 blk -1% and TSHR antag 1.
`CC(=O)c1ccc(OCC(=O)NCC2(N3CCCCC3)CCCCC2)cc1` gave TCR act 2%, A-T KAP1 phos -6%, ASM inhibitor 0%, Mito fusion act 4%, a7 integrin act -31%, PTAP TSG101 blk -4%, TSHR antag -1 and CXXC DNA block 13%.
O=C(N/N=C/c1ccccn1)c1cc(-c2ccc(Cl)cc2)nc2ccccc12 was read as TCR act 4%, Menin MLL FP TR inconclusive, A-T KAP1 phos 2%, ASM inhibitor -22%, Mito fusion act 4%, a7 integrin act -23%, PTAP TSG101 blk -4%, MBNL1-CUG inh 41%[activator], TSHR antag 0 and CXXC DNA block 5%.
Screening O=C(Nc1ccc(F)cc1)c1cc(S(=O)(=O)N2CCCCC2)cs1 returned TCR act -47%, Menin MLL FP TR -18%, A-T KAP1 phos 3%, ASM inhibitor -7%, Mito fusion act 6%, a7 integrin act -26%, PTAP TSG101 blk -3%, MBNL1-CUG inh -4%, TSHR antag -22 and CXXC DNA block 2%.
For O=C(Nc1cccc2ccccc12)N1CCCN(c2c(Cl)cncc2Cl)CC1 the results were TCR act -1%, A-T KAP1 phos -1%, ASM inhibitor -2%, Mito fusion act 4%, a7 integrin act 23%, PTAP TSG101 blk 0%, MBNL1-CUG inh -14%, TSHR antag -7 and CXXC DNA block 2%.
Screening O=C(NNC(=S)Nc1ccccc1)C1CCCCC1 returned TCR act -7%, Menin MLL FP TR 19%, A-T KAP1 phos 2%, ASM inhibitor 3%, Mito fusion act -9%, a7 integrin act 5%, PTAP TSG101 blk -4%, MBNL1-CUG inh 5%, TSHR antag 4 and CXXC DNA block 6%.
`O=C(COC(=O)c1cccc(Cl)c1Cl)NC1CCCC1` gave TCR act 1%, Menin MLL FP TR -12%, A-T KAP1 phos 18µM*, ASM inhibitor 0%, Mito fusion act 21%, a7 integrin act -13%, PTAP TSG101 blk -8%, MBNL1-CUG inh -4%, TSHR antag 14 and CXXC DNA block -1%.
CCCOc1ccc(N)cc1N was read as TCR act 2%, Menin MLL FP TR inconclusive, A-T KAP1 phos inconclusive, ASM inhibitor 2%, Mito fusion act -2%, a7 integrin act -41%, PTAP TSG101 blk -9%, MBNL1-CUG inh inconclusive, TSHR antag -7 and CXXC DNA block 14%.
Screening CCn1c(SCC(=O)NC2CCCCC2)nc2ccccc2c1=O returned TCR act 3%, A-T KAP1 phos 5%, ASM inhibitor 10%, Mito fusion act 0%, a7 integrin act 15%, PTAP TSG101 blk 0%, MBNL1-CUG inh -2%, TSHR antag 2 and CXXC DNA block -2%.
`CCOc1ccc(C(C)=O)cc1COC(=O)c1cc([N+](=O)[O-])ccc1N1CCOCC1` gave A-T KAP1 phos -9%, ASM inhibitor -7%, Mito fusion act 5%, a7 integrin act 8%, PTAP TSG101 blk -5% and TSHR antag 17.
CCOC(=O)/C(N=Nc1cc(C(=O)O)cc(C(=O)O)c1)=C(\O)CCl was read as TCR act -1%, Menin MLL FP TR inconclusive, A-T KAP1 phos 2%, ASM inhibitor 0%, Mito fusion act -1%, a7 integrin act -2%, PTAP TSG101 blk -3%, TSHR antag 14 and CXXC DNA block 25µM*.
CCOC(=O)N1[C@@H]2C=C(C)[C@@H]2[C@@H]2[C@@H](C)C(=O)N21 was read as TCR act -3%[46.1 µM], Menin MLL FP TR 1%, A-T KAP1 phos -1%, Mito fusion act -5%, a7 integrin act 3%, PTAP TSG101 blk 0%, MBNL1-CUG inh -2%, TSHR antag 0 and CXXC DNA block -2%.
CCOC(=O)N1CCN(C(=O)C(NC(=O)c2ccco2)C(C)C)CC1 (stereo not drawn) was read as Menin MLL FP TR 13%, A-T KAP1 phos -6%, ASM inhibitor 1%, Mito fusion act -1%, a7 integrin act 19%, PTAP TSG101 blk -1%, MBNL1-CUG inh 3%, TSHR antag 30 and CXXC DNA block -4%.
CNC(=O)C(C)c1ncc(C(F)(F)F)cc1Cl (stereo not drawn) was read as TCR act 3%, Menin MLL FP TR 5%, A-T KAP1 phos 1%, ASM inhibitor -2%, Mito fusion act 1%, a7 integrin act 18%, PTAP TSG101 blk -2%, MBNL1-CUG inh -2%, TSHR antag 21 and CXXC DNA block inconclusive.
`O=C(COC(=O)c1ccc(Br)cc1)Nc1cccnc1Cl` gave TCR act 3%, A-T KAP1 phos 0%, ASM inhibitor -3%, Mito fusion act -1%, a7 integrin act -12%, PTAP TSG101 blk -5% and TSHR antag 7.
Screening COc1ccc(NC(=O)CS(=O)c2ccccc2Cl)cc1 (stereo not drawn) returned TCR act 4%, A-T KAP1 phos 3%, ASM inhibitor -4%, Mito fusion act 5%, a7 integrin act -16%, PTAP TSG101 blk 0%, MBNL1-CUG inh -6%, TSHR antag -4 and CXXC DNA block 7%.
`CCC(C)[C@H](NC(=O)Nc1cccc(OC)c1)C(=O)OC` (stereo partly drawn) gave TCR act 0%, Menin MLL FP TR 1%, A-T KAP1 phos 16%, ASM inhibitor 2%, Mito fusion act 2%, a7 integrin act 21%, PTAP TSG101 blk -2%, MBNL1-CUG inh -11%, TSHR antag -1 and CXXC DNA block -1%.
`CCCC(O)(c1ccc(Cl)cc1)C(CN1CCOCC1)c1ccccc1` (stereo not drawn) gave TCR act -2%, Menin MLL FP TR -2%[11.7 µM], A-T KAP1 phos 14%, ASM inhibitor -2%, Mito fusion act 1%, a7 integrin act -26%, PTAP TSG101 blk -4%, MBNL1-CUG inh 14%, TSHR antag 1 and CXXC DNA block 5%.
For Cn1c(-c2ccccc2)c(C#Cc2ccc(N)cc2)c2ccccc21 the results were TCR act -1%, A-T KAP1 phos 3%, a7 integrin act -32%, PTAP TSG101 blk -1% and TSHR antag 146.
Screening O=C(CC12CC3CC(CC(C3)C1)C2)NC1CC1 returned TCR act 1%, ASM inhibitor 2%, a7 integrin act 1% and PTAP TSG101 blk 0%.
Screening CCCCC[n+]1ccn(C2=C([O-])c3ccccc3C(=O)/C2=N\S(=O)(=O)c2ccc(Cl)cc2)c1 returned TCR act -6%, A-T KAP1 phos 14%, ASM inhibitor 3%, Mito fusion act 1%, a7 integrin act 1%, PTAP TSG101 blk -7%, MBNL1-CUG inh inconclusive, TSHR antag 1 and CXXC DNA block 0%.
`CC(=O)C1=C(O)CC(C)(C)CC1=NCc1nc2ccccc2[nH]1` gave TCR act 2%, Menin MLL FP TR 6%, A-T KAP1 phos 1%, ASM inhibitor 1%, Mito fusion act 3%, a7 integrin act -15%, PTAP TSG101 blk -3%, MBNL1-CUG inh -2%, TSHR antag -11 and CXXC DNA block -2%.
